PLAP inhibition: inhibition of human placental alkaline phosphatase – biochemical, luminescence, HTS (AID 690) | purified PLAP, luminescent substrate; higher % means a stronger effect | inhibition, % at 20 µM, or IC50 in µM where a hit was titrated | 0.08% of 96,000 active; in the data active means a potency from the dose series; inactive means the rest, 99 in 100 with inhibition below about 30%; further: strong numbers were not always called active
Bcl-B TR3 displacers: displacers of TR3 peptide from Bcl-B, primary screen, selectivity assay for Bfl-1 inhibitor project, biochemical, fluorescence polarization; displacement, % at 20 µM; hits with a dose series show IC50 in µM; FP displacement of FITC-TR3 peptide from Bcl-B; higher % means a stronger effect; 0.11% of 96,000 active;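 active means displacement above 50% at 20 µM plus a fluorescence interference ratio under 1.5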;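 further: plate controls were wells without compound for no effect and wells lacking Bcl-B protein for full effect; a part of the inactive calls stands beside numbers as strong as those of hits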
IL1B NFkB pot: enhances IL-1B driven NFkB nuclear translocation; HUVEC IL-1B NFkB p65 nuclear translocation imaging; activation, % at 2 µM; 0.3% of 94,000 active; AID 819;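 active means activation above 40%, about the mean plus 3 SD, also judged a hit on visual image review; inconclusive means activation above 40% but not a hit on visual review; inactive means activation not above 40% and no visual hit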;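 further: percent activation is computed from the nuclear over cytoplasmic p65 intensity ratio; values of inactives mirror those of a sister screen read the other way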
NFkB transloc inh: blocks IL-1B driven NFkB nuclear translocation in HUVEC cells | HUVEC IL-1B NFkB p65 nuclear translocation imaging | inhibition, % at 2 µM | 0.43% of 94,000 active | AID 796;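 active means inhibition above about 30% together with a positive call from visual inspection of the well image, limit read from the data; inconclusive means inhibition above a set limit but visual check negative; inactive means inhibition not above a set limit, visual check negative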;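 further: nuclear over cytoplasmic p65 intensity ratio measured by imaging; 0% = IL-1B stimulated DMSO wells and 100% = unstimulated DMSO wells; values of inactives mirror those of a sister screen read the other way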
MRP reversal: compounds reversing MRP-mediated drug resistance | H69AR cells + 2 uM doxorubicin, CellTiter-Glo, 72 h | differential viability (reversal), % at 10 µM | 0.04% of 85,000 active;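 active means viability drop by adding the cancer drug above about 55%, with treated viability meeting a 40% cutoff, limit read from the data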;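 further: viability without doxorubicin minus viability with 2 µM doxorubicin for each compound; larger differential means the compound sensitizes cells more to doxorubicin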
MRP reversal cytotoxicity: second read-out of MRP reversal, no call of its own (marks repeat the call); viability, %; H69AR cells, CellTiter-Glo, 72 h; measured here: cytotoxicity without doxorubicin
MRP reversal with doxorubicin: also measured in MRP reversal; calls as there; viability, %; measured here: viability with 2 uM doxorubicin; stronger effect = lower value
NFkB transloc inh cell count 2 µM: recorded beside NFkB transloc inh, whose call it bears; cell count; measured here: cells passing quality filter;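 raw number of nuclei counted in each imaged well without normalization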
IL1B NFkB pot cell count 2 µM: further read-out of IL1B NFkB pot, marked with its call; cell count; measured here: cells passing quality filter
The depositor's hits bear a star; u = inconclusive; x = not tested or not shown. Not all compounds are listed; rates above refer to the full screens.

SMILES	PLAP inhibition	Bcl-B TR3 displacers	IL1B NFkB pot	IL1B NFkB pot cell count 2 µM	NFkB transloc inh	NFkB transloc inh cell count 2 µM	MRP reversal	MRP reversal cytotoxicity	MRP reversal with doxorubicin
N=c1c(C(=O)NC2CCCC2)cc2c(=O)n3ccccc3nc2n1C1CCCC1	-17%	5%	-10	98	10	98	36	52	17
Cc1nnc(C)n1/N=C/C=C/c1ccccc1	4%	4%	-4	190	4	190	-2	96	98
COC(=O)c1c(C)oc2c1cc(NS(=O)(=O)c1cccs1)c1ccccc12	-64%	1%	14	33	-14	33	-32	20	51
COc1cc2c(C#N)c(N3CCOCC3)nc(N)c2c(N)n1	4%	1%	12	130	-12	130	10	54	44
CC1CN(C(=O)c2ccccc2)OC(c2ccc3c(c2)OCO3)O1 (configuration not stated)	-20%	-4%	12	146	-12	146	-2	89	91
Cc1ccc(-c2nnc(CSc3nncn3N)o2)cc1	-1%	-5%	-2	121	2	121	-9	95	104
Cc1nc(Nc2ccc3c(c2)OCCO3)c2nnn(Cc3ccccc3Cl)c2n1	-51%	-24%	x	x	x	x	x	x	x
Cn1c(=O)c2c(nc(Br)n2CCSc2ncccn2)n(C)c1=O	-11%	-32%	-11	171	11	171	6	91	86
CCn1c(=O)c(C(=O)Nc2ccccc2C)c(O)c2ccccc21	x	x	5	109	-5	109	8	95	87
Cc1c(CN2CCC(C)CC2)c(=O)n(-c2ccccc2)n1C	-10%	-3%	-13	122	13	122	-50	48	98
CCN(CC)CCNc1nc2c(c(=O)[nH]c(=O)n2C)n1CC(O)COc1ccc(Cl)cc1Cl (configuration not stated)	-102%	-7%	7	178	-7	178	-1	77	78
COc1ccc(Nc2nc(CC(C)=O)ns2)cc1OC	3%	-15%	-11	153	11	153	-11	70	81
CC(=O)NC1CC2CCC(C1)N2Cc1ccc(C)cc1 (configuration not stated)	-36%	3%	x	x	x	x	10	113	103
CCOC(=O)N1CCC(N2Cc3cccc(C(=O)NCC4CCN(CC(C)C)C4)c3C2=O)CC1 (configuration not stated)	-69%	7%	-6	145	6	145	10	71	60
COc1ccccc1C1/C(=C(/O)c2ccccc2)C(=O)C(=O)N1CC(C)C (configuration not stated)	-33%	-8%	x	x	x	x	10	100	90
O=C(O)CN1C(=O)SC(Nc2ccc(C(=O)O)cc2)C1=O (configuration not stated)	12%	-13%	17	157	-17	157	-2	90	91
COc1ccccc1/C=N/n1c(C)nnc1-n1nc(C)cc1C	11%	-10%	22	173	-22	173	13	94	81
CCn1c(CNC(=O)c2cccs2)nnc1SCC(=O)NCCc1ccccc1	-30%	0%	20	127	-20	127	1	91	90
COc1ccc(-c2noc(CCC(=O)NC3CCCCC3)n2)cc1OC	-50%	9%	4	139	-4	139	8	82	74
COc1ccccc1NC(=O)CSc1ncn(-c2ccccc2)n1	26%	-6%	20	204	-20	204	8	88	80
CC(=O)c1ccc(NC(=O)Nc2ccc(Cl)cc2)cc1	-9%	-3%	-30	108	u	x	-8	75	82
COc1ccc(-c2cc(C(=O)Nc3cc(OC)c(OC)c(OC)c3)no2)cc1OC	6%	9%	16	183	-16	183	x	x	x
COC(CNC(=O)c1ccc2c(c1)nc(C)n2-c1cccc(F)c1)OC	-11%	15%	-2	43	2	43	6	96	90
Cc1cc(NC(=O)CSc2nc(-c3ccccc3)cs2)no1	11%	-9%	-12	179	12	179	1	109	108
CC1(C)CC(=O)C2=C(C1)Nc1cc3c(cc1C2c1ccc(F)cc1)OCO3 (configuration not stated)	2%	-12%	-5	185	5	185	-17	77	94

The results go on.
SMILES	PLAP inhibition	Bcl-B TR3 displacers	IL1B NFkB pot	IL1B NFkB pot cell count 2 µM	NFkB transloc inh	NFkB transloc inh cell count 2 µM	MRP reversal	MRP reversal cytotoxicity	MRP reversal with doxorubicin
CCN(C(=O)c1ccccc1Cl)c1ccccc1	-3%	2%	-3	130	3	130	6	90	84
O=C(NC1CCN(C(=S)NCc2ccco2)CC1)C1CCCCC1	18%	-6%	-5	153	5	153	x	x	x
COc1ccc(-n2c(O)c(/C=N/n3cnnc3)c3ccccc3c2=O)cc1	-19%	-19%	-1	66	1	66	3	106	103
Cc1ccc(S(=O)(=O)NC(=O)NCc2ccccc2)cc1	19%	6%	x	x	x	x	6	91	85
Cc1ccc(CN2C(=O)CCC2C(=O)NC2CC2)cc1 (configuration not stated)	-21%	-1%	18	113	-18	113	3	94	91
COc1ccc(NC(=O)c2cc([N+](=O)[O-])nn2Cc2ccccc2)c(C)c1	-3%	5%	-5	110	5	110	x	x	x
CCOC(=O)/C=C1\SCC(=O)N1Cc1ccc(Br)cc1	x	x	17	187	-17	187	20	92	71
c1ccc(CNCCN2CCNCC2)nc1	9%	7%	-2	169	2	169	2	91	89
COCCSc1ccccc1C(=O)N1CCCC1	-51%	-6%	-5	121	5	121	0	87	86
CSc1nc2ccccc2n1CC(=O)Nc1c(C)n(C)n(-c2ccccc2)c1=O	2%	-6%	-2	164	2	164	x	x	x
CCN1C(=O)N(c2cccc3ccccc23)C(C)=CC1(C)C	-12%	8%	12	157	-12	157	6	82	76
Cc1ccc(-c2nnn(CCC(=O)NC(C)(C)C)n2)cc1	x	x	-9	66	10	66	25	106	82
O=C(NC1CCCC1)C1CCCN(S(=O)(=O)c2ccc(-n3cnnn3)cc2)C1 (configuration not stated)	-2%	0%	x	x	x	x	4	94	90
COc1ccc(CN(C#N)c2nc(SC)nc(N(C)C)n2)cc1	-50%	5%	33	118	-33	118	-2	89	90
CCOC(=O)N1CCC(N2Cc3cccc(C(=O)N4CCN(C5CCCCC5)CC4)c3C2=O)CC1	-75%	21%	-4	170	4	170	5	91	85
Cc1n[nH]c(=S)n(/N=C/c2ccccn2)c1=O	-19%	-1%	-8	102	8	102	8	111	104
COc1ccc(N(C(=O)Cn2nnc3ccccc32)C(C(=O)NCc2ccco2)c2ccc(C)o2)cc1 (configuration not stated)	-57%	5%	-3	79	3	79	-11	94	105
COc1ccccc1NC(=O)N1CCC(c2nnc(SCC(N)=O)n2C)CC1	-15%	10%	6	81	-6	81	-5	98	102
Clc1ccc2c(c1)c1ccccc1n2CN1CCOCC1	-62%	-2%	11	106	-11	106	-13	75	88
O=C(O)CSc1ccccc1C(=O)O	9%	5%	20	150	-20	150	-11	94	106
C=CCNC(=O)CNS(=O)(=O)c1ccc(F)cc1	8%	-3%	10	124	-10	124	-1	98	99
Cc1ccc(C(=O)OCc2cc3ccccc3[nH]c2=O)cc1	16%	7%	9	119	-9	119	14	88	74
N#Cc1c(N)nc(SC2CCCCC2=O)c(C#N)c1-c1ccco1 (configuration not stated)	x	x	-2	131	2	131	-21	58	78
Cc1cccc(C(=O)N/N=C/c2ccncc2)c1	-5%	-4%	x	x	x	x	x	x	x
O=C(NCc1ccncc1)Nc1ccc(F)cc1	2%	-5%	-5	103	5	103	6	97	91

The list continues.
SMILES	PLAP inhibition	Bcl-B TR3 displacers	IL1B NFkB pot	IL1B NFkB pot cell count 2 µM	NFkB transloc inh	NFkB transloc inh cell count 2 µM	MRP reversal	MRP reversal cytotoxicity	MRP reversal with doxorubicin
Cc1ccccc1NS(=O)(=O)c1ccc2[nH]cc(C(=O)NCCCN3CCOCC3)c(=O)c2c1	-16%	0%	13	193	-13	193	5	96	91
O=C(Nc1cccnc1)c1ccccc1Oc1ccccc1	12%	8%	-1	127	1	127	7	80	72
CC(C)CCNC(=O)C1CCN(c2nc3ccccc3o2)CC1	-3%	6%	-5	101	5	101	x	x	x
COCCNC(=O)c1c(N)n(/N=C/c2cccs2)c2nc3ccccc3nc12	-58%	-11%	6	65	-6	65	-12	61	74
COc1ccc(O)c(-c2c(-c3ccc(Cl)cc3)n[nH]c2C)c1	-36%	-5%	16	111	-16	111	-7	89	96
Cc1ccc(S(=O)(=O)c2c(COC(=O)c3ccccc3Cl)c(-c3ccccc3)nn2C)cc1	-14%	-7%	-2	159	2	159	3	92	89
Cc1onc(-c2c(Cl)cccc2Cl)c1C(=O)c1c[nH]c(C(=O)NCCCN2CCOCC2)c1	-38%	5%	4	139	-4	139	x	x	x
COc1ccc(Cl)cc1NC(=O)c1cnc2n(c1=O)CCS2	9%	-1%	x	x	x	x	6	90	85
CCOc1ccc2cc(C#N)c(SCC(=O)N3CCCC3)nc2c1	x	x	15	156	-15	156	-2	51	52
Cc1ccc(S(=O)(=O)N2CCN(C(=O)CSc3nnc(-c4ccco4)o3)CC2)cc1	-56%	-24%	-7	155	7	155	-1	80	81
COc1ccc(CC(CC(=O)O)C(=O)Nc2ccccc2)cc1 (configuration not stated)	-18%	4%	7	185	-7	185	19	100	80
O=S(=O)(c1ccc2oc3ccccc3c2c1)N1CCCC1	x	x	16	134	-16	134	20	91	70
CCNc1nc(NC(C)(C)C)nc(N(C#N)CC)n1	-6%	-5%	11	95	-11	95	-32	33	65
CC(Oc1ccc(-c2ccccc2)c(F)c1)c1ccn(S(=O)(=O)c2ccc(F)cc2)n1 (configuration not stated)	x	x	12	159	-12	159	x	x	x
CCOC(=O)c1ccc(Nc2nc(=O)c3cccnc3s2)cc1	6%	-1%	-2	133	2	133	x	x	x
O=C(OCc1nnc(-c2ccccc2)o1)c1ccc2c(c1)OCO2	-33%	1%	2	183	-2	183	3	87	84
COc1ccc(/C=N/n2cnnc2)cc1COc1ccccn1	2%	2%	2	72	-2	72	14	101	88
O=C(CN1CCOCC1)Nc1ccc(NC(=O)CN2CCOCC2)c(Cl)c1	-4%	5%	x	x	x	x	8	101	92
C(=C\CSc1ncn[nH]1)/CSc1ncn[nH]1	-172%	-1%	3	99	-2	99	11	107	96
CN(c1ccc(C(=O)NCc2ccc3c(c2)OCO3)cc1)S(C)(=O)=O	5%	-5%	24	159	-24	159	5	89	84
CCOC(=O)c1cc2occc2n1Cc1c(F)cccc1Cl	-17%	-11%	-5	58	5	58	14	93	80
Cc1ccc(Cn2cccc(-c3nc4ccccc4s3)c2=O)cc1	-5%	0%	10	121	-10	121	x	x	x
O=C(CSC1=NCCS1)N1CCc2ccccc21	18%	5%	20	145	-20	145	-3	56	59

Part of the list above with just NFkB transloc inh cell count 2 µM and IL1B NFkB pot:
Molecule	NFkB transloc inh cell count 2 µM	IL1B NFkB pot
COc1ccc(-c2cc(C(=O)Nc3cc(OC)c(OC)c(OC)c3)no2)cc1OC	183	16
COC(CNC(=O)c1ccc2c(c1)nc(C)n2-c1cccc(F)c1)OC	43	-2
Cc1cc(NC(=O)CSc2nc(-c3ccccc3)cs2)no1	179	-12
CC1(C)CC(=O)C2=C(C1)Nc1cc3c(cc1C2c1ccc(F)cc1)OCO3 (configuration not stated)	185	-5
CCN(C(=O)c1ccccc1Cl)c1ccccc1	130	-3
O=C(NC1CCN(C(=S)NCc2ccco2)CC1)C1CCCCC1	153	-5
COc1ccc(-n2c(O)c(/C=N/n3cnnc3)c3ccccc3c2=O)cc1	66	-1

Of the compounds above, five have a cyano group:
SMILES	PLAP inhibition	Bcl-B TR3 displacers	IL1B NFkB pot	IL1B NFkB pot cell count 2 µM	NFkB transloc inh	NFkB transloc inh cell count 2 µM	MRP reversal	MRP reversal cytotoxicity	MRP reversal with doxorubicin
COc1cc2c(C#N)c(N3CCOCC3)nc(N)c2c(N)n1	4%	1%	12	130	-12	130	10	54	44
COc1ccc(CN(C#N)c2nc(SC)nc(N(C)C)n2)cc1	-50%	5%	33	118	-33	118	-2	89	90
N#Cc1c(N)nc(SC2CCCCC2=O)c(C#N)c1-c1ccco1 (configuration not stated)	x	x	-2	131	2	131	-21	58	78
CCOc1ccc2cc(C#N)c(SCC(=O)N3CCCC3)nc2c1	x	x	15	156	-15	156	-2	51	52
CCNc1nc(NC(C)(C)C)nc(N(C#N)CC)n1	-6%	-5%	11	95	-11	95	-32	33	65

High-throughput results from PubChem.
